NPY-Y1 PAM-ag: NPY-Y1 receptor potentiators or agonists, primary screen, cell-based. AID 1304, 2008. Neuropeptide Y receptor type 1 (Homo sapiens), P25929. 220,000 compounds, 0.37% hits. NPY-Y1 expressing cells, potentiator/agonist activation. activation, % at 3.6 µM; in the data active means activation above about 33%, passing the limit was not always enough;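 further: cells stimulated with NPY at EC10 then isoproterenol at EC100; 0% = low agonist plus stimulus and 100% = saturating agonist plus stimulus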
Target sequence (P25929 whole entry, looked up): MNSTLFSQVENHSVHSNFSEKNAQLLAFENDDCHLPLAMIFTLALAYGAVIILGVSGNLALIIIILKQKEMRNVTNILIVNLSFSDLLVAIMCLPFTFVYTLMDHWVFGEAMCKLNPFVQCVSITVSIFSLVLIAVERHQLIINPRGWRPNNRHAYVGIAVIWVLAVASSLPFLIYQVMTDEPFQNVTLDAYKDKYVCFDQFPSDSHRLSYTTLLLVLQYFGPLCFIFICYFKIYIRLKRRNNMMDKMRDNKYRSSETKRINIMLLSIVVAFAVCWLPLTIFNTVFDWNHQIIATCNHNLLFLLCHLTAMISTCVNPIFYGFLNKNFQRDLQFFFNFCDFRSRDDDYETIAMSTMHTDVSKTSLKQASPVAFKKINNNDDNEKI
EP2 mod: EP2 receptor modulators, cAMP readout, primary screen, cell-based, HTRF cAMP, PGE2 stimulation; Prostaglandin E2 receptor EP2 subtype (Homo sapiens), P43116; EP2-expressing cells, cAMP HTRF FRET, PGE2 co-stimulation; induction, % at 25 µM; 260,000 compounds, 0.83% hits; AID 940, 2007;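 active means compounds whose cAMP rise, as percent of the full-agonist control response, exceeds 60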;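 further: rat C6 glioma line stably carrying human EP2 under a CMV promoter; the protocol text gives 20 µM as final concentration; 100% = response of wells given 1 µM PGE2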
Target sequence (P43116 whole entry, looked up): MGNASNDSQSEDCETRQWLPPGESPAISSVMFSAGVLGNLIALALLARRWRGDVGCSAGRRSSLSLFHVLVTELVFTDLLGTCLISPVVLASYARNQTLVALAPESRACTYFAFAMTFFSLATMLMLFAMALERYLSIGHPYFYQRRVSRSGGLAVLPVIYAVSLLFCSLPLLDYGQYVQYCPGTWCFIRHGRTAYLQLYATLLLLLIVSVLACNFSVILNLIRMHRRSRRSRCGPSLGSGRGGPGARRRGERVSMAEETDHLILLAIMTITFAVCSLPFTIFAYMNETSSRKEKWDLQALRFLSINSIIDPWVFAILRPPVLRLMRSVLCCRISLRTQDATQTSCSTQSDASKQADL
TRPML3 ag: human TRPML3 channel agonists, primary screen, cell-based, HEK293 TRPML3-YFP, Fluo-8 calcium fluorescence, 3 µM | Mucolipin-3 (Homo sapiens), Q8TDD5 | 100% = the carbachol control signal | activation, % at 3 µM | 220,000 compounds, 0.29% hits | AID 1448, 2008;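 active means activation above its plate's cutoff, the mean activation of the plate's test wells plus 3 SD, cut at about 12% in these data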;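 further: 0% = DMSO only wells and 100% = carbachol wells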
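Test system: TRPML3-YFP stable HEK293 cells. Doses: single point at 3 µM. Incubation: dye loading 1 h 37 °C then 30 min ambient, 125 s read. Signal: Fluo-8 calcium dye fluorescence, ex 470-495, em 515-575 nm. Measure: percent activation from peak-to-basal fluorescence ratio, scaled between DMSO and carbachol.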
EP2 antag: human EP2 receptor antagonists, primary screen, TR-FRET cAMP, C6 glioma cells; Prostaglandin E2 receptor EP2 subtype (Homo sapiens), P43116; C6 glioma cells expressing human EP2; cells stimulated with saturating PGE2; inhibition, % at 25 µM; 260,000 compounds, 0.52% hits;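 active means percent inhibition above 40 after rounding to a whole number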;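 further: rat C6 glioma host cells with rolipram phosphodiesterase inhibitor present; the protocol text gives 20 µM as final concentration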
14-3-3 Bad inh: inhibitors of 14-3-3 zeta/Bad binding, primary screen, biochemical, TR-FRET, bovine 14-3-3 zeta; TR-FRET 14-3-3zeta/Dy647-pBad peptide displacement, 1 h; inhibition, % at 21.7 µM; 220,000 compounds, 0.71% hits; 14-3-3 protein zeta/delta (Bos taurus), P63103;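 active means inhibition above about 70%, limit read from the data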;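 further: 0% = full 14-3-3 plus peptide FRET controls and 100% = background without 14-3-3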
Target sequence (P63103 whole entry, looked up): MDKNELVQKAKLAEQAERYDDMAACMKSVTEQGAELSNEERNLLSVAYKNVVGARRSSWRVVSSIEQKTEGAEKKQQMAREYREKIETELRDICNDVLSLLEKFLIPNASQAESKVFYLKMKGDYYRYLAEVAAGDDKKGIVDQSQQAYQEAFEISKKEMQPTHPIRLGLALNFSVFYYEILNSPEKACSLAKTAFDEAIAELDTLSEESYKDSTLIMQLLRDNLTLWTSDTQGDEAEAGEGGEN
NPY-Y1 antag: NPY-Y1 receptor antagonists, primary screen, cell-based; Neuropeptide Y receptor type 1 (Homo sapiens), P25929; HEK293-CNG Y1 cells, membrane potential fluorescence; NPY at EC95, then isoproterenol; inhibition, % at 3.6 µM; 200,000 compounds, 1% hits; AID 1040, 2008;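 active means inhibition above the campaign mean inhibition of all tested compounds plus 3 SD, cut at about 20% in these data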;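 further: 0% = DMSO wells given NPY plus isoproterenol and 100% = isoproterenol alone without NPY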
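Material: HEK293 Y1/CNG channel cell line | Also added: NPY (25 nM), isoproterenol (1 µM), Ro 20-1724 (25 µM) | Compound: One concentration, 3.6 µM, in 0.4% DMSO | Schedule: 3 h dye uptake, 1 h room-temperature compound, 45 min post-isoproterenol | Signal: Membrane-potential fluorescent dye readout | Read-out: % inhibition of NPY effect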
zfTRPN1 agonist: zebrafish TRPN1 channel agonists, primary screen, cell-based, HEK293, calcium fluorescence. transient receptor potential cation channel N1 (TRPN1/NompC), Danio rerio. HEK293 zebrafish TRPN1-YFP, Fluo-8 calcium fluorescence; 100% = response to 87 µM carbachol. activation, % at 3 µM. AID 1424, 2008. 220,000 compounds, 0.18% hits;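 active means activation above its plate's cutoff, the mean activation of test wells on that plate plus 3 SD, cut at about 19% in these data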;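 further: 0% = DMSO alone and 100% = 87 µM carbachol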
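Material: zebrafish TRPN1-YFP in HEK293 cells. Doses: one dose of 3 µM, 0.3% DMSO. Incubation: dye 1 h 37 °C plus 30 min RT. Measured by: intracellular calcium fluorescence with Fluo-8.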
PPC-1+TRAIL kill: compounds killing PPC-1 cancer cells with TRAIL present, primary screen, TRAIL potentiator project, ATPLite luminescence, uHTS. PPC-1 cells + TRAIL, ATPLite viability luminescence. cell killing (% activity), % at 4 µM. 220,000 compounds, 0.41% hits. AID 1443, 2008;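 active means cell killing above 50% in the first pass at 4 µM, then a duplicate retest at 5 µM averaging 50% or more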;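 further: plate controls were cells with TRAIL plus DMSO for no effect and medium-only wells lacking cells for full effect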
CHOP inhibitor: inhibitors of CHOP promoter induction, primary screen, cell-based, unfolded protein response, luciferase reporter; CHO-K1 CHOP-promoter luciferase, tunicamycin-induced, 15-18 h; inhibition, % at 10 µM; 220,000 compounds, 3.8% hits; AID 2732, 2010;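 active means compounds that reduced the stress-induced luciferase reporter signal by more than about 70% of percent inhibition, limit read from the data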;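 further: 0% = tunicamycin plus vehicle and 100% = wells without tunicamycin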
Starred values were filed as active, the others as inactive; . = no result given; & = joins results of further samples; [ ] = another dose, or the depositor's remark.

SMILES	NPY-Y1 PAM-ag	EP2 mod	TRPML3 ag	EP2 antag	14-3-3 Bad inh	NPY-Y1 antag	zfTRPN1 agonist	PPC-1+TRAIL kill	CHOP inhibitor
COc1ccccc1-c1c(C)oc2cc(OCC(=O)OCc3ccccc3)ccc2c1=O	-3	-64	0.0	23	9[fluorescence artefact?]	-1	-0.5	-2	22
Cc1noc(C)c1CSCC(=O)OCC(=O)NC1CCCCC1	5	6	0.8	5	7	-5	0.0	6	17
CCOC(=O)Cn1nnnc1C(C(C)C)N(Cc1cc2c(C)cc(C)cc2[nH]c1=O)C1CCCC1 (configuration not stated)	13	17	0.1	7	16	3	-1.2	26	29
C=CCn1cc(C(=O)OC)c(=O)c2cc(S(=O)(=O)N3CCC(C)CC3)ccc21	-6	.	1.8	1	.	2	-0.7	.	.
Oc1ccc(C=Nc2ccc(N3CCOCC3)cc2)c(O)c1	2	-9	0.7	.	-5	-5	-0.5	15	28
Cc1cnc(NC(=O)c2sc(Nc3ccccc3)nc2N)o1	38	-17	-0.5	15	-1	.	-0.4	11	-3
O=C(O)c1ccccc1C(=O)Nc1ccc(Br)c2cccnc12	-6	1	0.2	10	-3	0	-1.5	38	-13
COc1ccc(S(=O)(=O)N2Cc3ccccc3CC2C(=O)O)cc1 (configuration not stated)	-22	14	0.4	5	2	8	-0.1	-2	14
CCOC(=O)CSC1=C(C#N)C(c2sccc2C)C(C(C)=O)=C(C)N1 (configuration not stated)	-23	16	-0.2	7	-2	7	-1.5	17	4
CC(=O)NCC(=O)N(C)C(C(=O)Nc1ccc2c(c1)OCCO2)c1ccc(C)cc1 (configuration not stated)	2	25	0.9	8	-8	5	1.2	8	13

Fetched by compound from the entries so far, 2 records:
SMILES	NPY-Y1 PAM-ag	EP2 mod	TRPML3 ag	EP2 antag	14-3-3 Bad inh	NPY-Y1 antag	zfTRPN1 agonist	PPC-1+TRAIL kill	CHOP inhibitor
CCOC(=O)Cn1nnnc1C(C(C)C)N(Cc1cc2c(C)cc(C)cc2[nH]c1=O)C1CCCC1 (configuration not stated)	13	17	0.1	7	16	3	-1.2	26	29
C=CCn1cc(C(=O)OC)c(=O)c2cc(S(=O)(=O)N3CCC(C)CC3)ccc21	-6	.	1.8	1	.	2	-0.7	.	.

Later entries:
SMILES	NPY-Y1 PAM-ag	EP2 mod	TRPML3 ag	EP2 antag	14-3-3 Bad inh	NPY-Y1 antag	zfTRPN1 agonist	PPC-1+TRAIL kill	CHOP inhibitor
CC(C)(C)C1CCc2c(sc3c2C(=O)NC(c2ccco2)N3)C1 (configuration not stated)	-5	-11	-0.5	9	-8	-1	-0.7	12	23
O=C(C(=O)N1CCOCC1)c1cn(CCOc2ccccc2)c2ccccc12	5	-13	1.5	9	-9	-3	1.3	19	4
O=C1NC(=Nc2cccnc2)S/C1=C\c1cccc(F)c1	27	-15	1.7	8	2	.	3.6	-36	-7
CC(NC(=O)c1ccco1)C(c1cccs1)N1CCN(c2ccccc2F)CC1 (configuration not stated)	-6	23	-0.4	31	3	-5	0.1	15	-8
CCOc1ccc(NC(=O)Cc2ccccc2)cc1	5	10	-0.4	12	-10	-6	-0.7	22	-19
CCn1cc(CNc2nc3nonc3nc2N2CCCCC2)cn1	8	21	0.5	7	3	0	-1.1	12	-1
Cc1c([N+](=O)[O-])ccc(S(=O)(=O)N2CCC(C(N)=O)CC2)c1C	16	7	1.2	5	-3	-2	-1.4	12	33
O=C(NCCCN1CCOCC1)c1ccc(-n2nc(C(F)(F)F)cc2-c2cccs2)cc1	-14	10	1.2	1	-3	11	0.4	18	76*
O=c1c2ccccc2nc2n1CCCS2	9	18	1.0	3	-2	-4	1.1	11	55
CCOC(=O)c1cc(-c2ccccc2)n(CC(=O)Nc2cccc(OC)c2)c1C	4	2	1.4	9	-14[fluorescence artefact?]	6	-1.1	4	67
CC(NC(=O)/C(=C/c1ccc2c(c1)OCO2)NC(=O)c1cccc([N+](=O)[O-])c1)C(=O)O (configuration not stated)	0	28	0.5	7	-19	1	-0.7	8	14
COc1ccc(NC(=S)NC(=O)/C=C/c2cccs2)cc1	-9	-37&-52	0.9	10&0	-14	-1	-0.1	-4	38
COc1ccc(-c2[nH]ncc2N=Nc2cc(C)cc(C)c2)cc1	12	33	-0.4	6	-9	-3	-1.2	-11	104*
COc1ccc(CN2CCNC(=O)C2CC(=O)O)cc1OC (configuration not stated)	-5	42	1.0	10	2	-1	0.5	2	16
COc1ccc(-c2nnn(CC(=O)NCc3ccc4c(c3)OCO4)n2)cc1OC	10	-27	0.3	3	40	5	-1.1	30	21
CC(C)C(c1nnnn1C(C)(C)C)N1CCOCC1 (configuration not stated)	9	15	-0.7	3	71*	0	-1.3	7	25
Cc1ccc(-c2nc(NC(=O)c3nn(C)cc3[N+](=O)[O-])sc2C)cc1	-8	-60	0.4	22	-13	2	-0.3	34	-22
NC(=O)c1cc(C(=O)c2ccccc2Cl)c[nH]1	16	3	1.5	10	-2	1	1.1	-11	24
COc1ccc(-c2cc(C(=O)OCC(=O)N3CCCC3)c3ccccc3n2)cc1	-7	-43	-0.2	16	11	3	-1.4	33	27
c1ccc(-c2nc(-n3nc4ccccc4n3)nc3ccccc23)cc1	-18	25	-0.1	11	-4	-2	1.3	9	74*
C=CCc1cc(C=O)cc(OCC)c1O	-20	16	0.5	7	-9	8	-0.8	8	-7
CC(C)CC(=O)Nc1ccc(N2CCOCC2)cc1	-5	29	1.2	13	8	1	0.5	11	5
CC1=CC=CN2CC(O)CN=C12 (configuration not stated)	0	14	0.2	.	-10	-5	0.9	26	19
CC(OC(=O)c1ccccc1Oc1ccccc1)C(=O)NC1CC1 (configuration not stated)	3	11	-0.7	2	-7	-3	1.1	10	7
COC(=O)CSc1cnc2ccccc2n1	22	14	0.7	2	-6	-7	-0.5	-12	19
O=C1C2C3C=CC(C3)C2C(=O)N1CN(Cc1ccccc1)CN1C(=O)C2C3C=CC(C3)C2C1=O (configuration not stated)	-14	-6	-0.1	11	-2	-2	0.1	-1	12
Cc1ccc(NC(=O)CCCN2C(=O)c3cccc4cccc(c34)C2=O)cc1	-40	-67	0.2	3	10	1	0.1	8	38
CC(=O)Nc1ccccc1C(=O)C(=O)Nc1ccc(C)c(F)c1	-3	-5	0.2	11	-8	3	-0.2	20	-33
O=C(CO/N=C/c1ccc(OC(F)F)cc1)NC1CCCC1	5	0	0.5	4	-13	2	-0.6	-8	26
Cc1nn(-c2ccccc2)cc1/C=N/NC(N)=S	-11	-19	-0.1	9	-1	.	0.2	24	12
Cc1nc([N+](=O)[O-])c(Sc2nc3ccccc3[nH]2)n1Cc1ccccc1	-4	-28	-0.4	10	-5[fluorescence artefact?]	1	0.0	7	-7
COc1ccc(OC)c(-n2c(=S)[nH]c3cc(C(=O)N4CCC(C(N)=O)CC4)ccc3c2=O)c1	13	22	0.1	7	.	-7	-0.9	-7	24
CCc1ccccc1NC(=O)C(C)n1nc([N+](=O)[O-])c(Br)c1C (configuration not stated)	6	3	0.4	3	0	7	-0.6	8	8
Cc1nnc(NC(=O)c2cccc(S(=O)(=O)N3CC(c4ccccc4)CC3=O)c2)s1 (configuration not stated)	0	-3	1.1	4	-2	-3	1.1	24	-30
CC(C)(C)NC(=O)c1ccccc1-c1nc2ccccc2s1	3	25	0.2	5	3	.	0.2	17	-1
O=C1NCCCc2c1no[n+]2[O-]	-11	29	0.7	3	0	-4	1.1	25	-7
Cc1cccc(C(=O)NC(=S)Nc2ccccc2C(F)(F)F)c1	-4	-7	-0.1	8	-10	8	0.8	-12	20
C/C(NCc1cccnc1)=C(\C#N)C(=O)NCc1ccccc1	-14	9	0.1	11	71*	2	0.8	2	-19
O=[N+]([O-])c1ccc(/C=N/Nc2nc(N3CCOCC3)nc(N3CCOCC3)n2)cc1	4	2	0.8	10	-13	12	1.4	16	-11
CC(Sc1nncn1C)C(=O)NCc1ccc2c(c1)OCO2 (configuration not stated)	-4	6	0.1	7	3	-3	2.4	0	5
O=C(Cn1c(COc2ccccc2)nc2ccccc21)Nc1cc(Cl)ccc1Cl	-4	-11	0.1	9	35	-1	2.8	-1	82*
CC1=NN(c2ccccc2)C(=O)C1N=Nc1ccccc1 (configuration not stated)	-18	41	0.6	12	3[fluorescence artefact?]	7	1.0	24	21
CCCC1(C(=O)OC)NC(c2cc(OC)c(OC)c(OC)c2)C2C(=O)N(CC)C(=O)C21 (configuration not stated)	4	24	0.6	11	9	6	0.0	23	6
CN(Cc1ccccc1)C(NC(=O)c1ccccc1)C(Cl)(Cl)Cl (configuration not stated)	7	-8	-0.3	5	1	-1	0.1	1	39
O=C(Nc1ccccc1)c1nn(-c2cccc(C(F)(F)F)c2)ccc1=O	-17	84*	0.2	8	3	2	1.9	8	0
O=S(=O)(c1ccc(NC(=S)NCCC(c2ccccc2)c2ccccc2)cc1)N1CCOCC1	39	-19	0.5	5	-5	-6	0.0	38	52
COc1cc(OC)cc(C(=O)OC/C(O)=C(\C#N)c2nc3ccccc3[nH]2)c1	-16	-29	1.1	9	-9	.	-1.8	13	13
CCOC(=O)c1sc(=S)n(C)c1NC(=O)c1ccccc1	-20	31	-0.2	5	3[fluorescence artefact?]	5	-0.7	-3	5
COc1ccccc1NC(=O)N1CCCC1C(=O)Nc1ccc2c(c1)OCO2 (configuration not stated)	12	20	0.4	7	6[fluorescence artefact?]	-4	-0.4	13	19
Nc1cc(=O)[nH]c(SCC(=O)Nc2ncc(C(F)(F)F)cc2Cl)n1	15	13	1.5	4	-20	-2	1.6	19	41
COc1ccccc1C1SCCN1C(=O)c1ccc([N+](=O)[O-])cc1 (configuration not stated)	-1	9	1.0	8	-5	2	0.1	-14	-2
Cc1cc(C)c2c(=O)n(CC(=O)Nc3cccc(F)c3)sc2n1	4	-54	2.5	84*	0	.	2.7	-23	16

High-throughput results as filed in PubChem BioAssay.

Some of the compounds tested; count on the stated rates, not on these rows.
